p53ts 32C tox: cytotoxicity in p53ts cells at permissive temperature; hit rate 0.93% among 130,000; Potency, µM (highest dose often 46.1 µM), for inactives: at the top dose activity change, negative = cytotoxicity, most hits filed as cytotoxic; AID 924; H1299-p53A138V at 32C, ATP luminescence viability, 24 h;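 further: 0% = DMSO and -100% = full killing by reference compound; nearly all actives have a fitted effect of over 55% in size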
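Cells: H1299 p53ts (A138V), 600/well, pre-incubated 16–30 h at 37C. Cpd up to 46 uM, 24 h, 32C. Readout: ATPlite luminescence, 20 min RT. Normalization: DMSO vs tamoxifen 100 uM. AC50 by Hill equation.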
IkB signaling: suppresses IkB signaling in ABC-DLBCL reporter cells. ABC-DLBCL IkBa-CBG/CBR dual luciferase ratio, 4 h; response scale: scaled: untreated 0%, proteasome inhibitor 100%. Potency, µM (titrated, usually from 57.1 µM), for inactives: at the highest dose IkBa stabilization activation. hit rate 0.04% among 110,000. AID 445; active means well fitted curve in the direction sought with a large enough effect in the signal ratio, not every such curve was filed as active; inconclusive means small, poorly fitted or top-dose-only effect, or a change in a side signal; the % refers to the signal ratio;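 further: the direction sought is a rising ratio; 0% = basal untreated cells and 100% = reference inhibitor full response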
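Luminescence ratio of IκBα-fused green versus native red beetle luciferase in OCI-Ly3 cells, 4 h post-doxycycline with compound; red signal alone, scaled from basal (0%) to zero light (-100%), flagged nonspecific or cytotoxic effects.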
p53ts 39C tox: kills p53ts cells at the nonpermissive temperature. hit rate 1.5% among 130,000. AID 902. H1299-p53A138V viability at 39C, ATP luminescence, 24 h. Potency, µM (titrated, usually from 46.1 µM), for inactives: top-dose activity change, negative = cell killing, hits mostly cytotoxic; further: nearly all actives have a fitted effect of over 55% in size
Imprint erasure: genomic imprint erasure induction. hit rate 0.02% among 110,000. AID 1948. mouse ES Peg3-LacZ reporter, beta-gal luminescence, 40 h. Potency, µM (highest dose often 60.7 µM), for the others: at the highest dose activity change, positive = activation, actives largely listed as activators;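 further: 0% = negative control wells on the plate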
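Gelatin-coated wells received 300 freshly trypsinized female ES cells with a Peg3LacZ-Neo reporter on the maternal allele, then incubated 40 hours at 37C. BetaGlo was added for 5 minutes at room temperature before a single luminescence read.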
Numbers without * were called inactive; ? = inconclusive; · = not tested or not shown; & = joins results of further samples; [ ] = dose if it differs, or a comment. Unless noted, the call rests on the fitted dose curve; in most records, active means well fitted curve in the direction sought with a large enough effect; inconclusive means small, poorly fitted or top-dose-only effect, or another doubt; inactive means no such curve, though single readings can be large; an effect the other way counts as inactive or inconclusive. Unless noted, on the % scale 0 is the no-effect control and ±100 the full control effect; potency means the concentration at half of the fitted maximal effect. Compounds as they come, and some 1.7% of all compounds hit somewhere here.

Values in the order: p53ts 32C tox | p53ts 39C tox | Imprint erasure | IkB signaling
> CNC(=O)CN1C(=O)c2ccccc2S1(=O)=O
 : -10% | 3% | -4% | -3.2%
> O=C(Nc1nc(-c2cccnc2)cs1)c1ccc(S(=O)(=O)N2CCOCC2)cc1
 : 10% | 9% | 19% | -0.2%
> CCc1nc(C)cc(N)c1OCc1ccccc1
 : 0% | -7% | -32%[inhibitor] | -1.4%
> Cc1cc(C)c(NC(=O)CSc2ccc(-c3ccccn3)nn2)c(C)c1
 : 4% | -21% | -10%[10.9 µM] | -0.1%
> COC(=O)c1cc2sccc2n1Cc1nc(-c2ccc(OC)cc2)oc1C
 : -26% | -1% | -19% | -1.3%
> Fc1ccc2c(c1)[C@H]1OCC[C@H]1[C@@H](c1ccco1)N2
 : ? | -30%&28% | -64%[inhibitor] | -0.9%
> CCCCC(=O)NC1(C(F)(F)F)C(=O)Nc2c1c(=O)[nH]c(=O)n2Cc1ccco1 (stereo unspecified)
 : 0% | -1% | -5% | -1.1%
> O=C(C1CCC(C(=O)N2CCc3ccccc32)CC1)N1CCc2ccccc21 (stereo unspecified)
 : 2% | 14% | 11% | 1.3%
> O=C(Nc1ccc(S(=O)(=O)N2CCc3ccccc3C2)cc1)C1CCCO1 (stereo unspecified)
 : 0% | 2% | -28% | 0.2%
> CCN(c1cccc(C)c1)C(CNS(=O)(=O)c1ccccc1)c1ccccc1 (stereo unspecified)
 : 17% | 13µM* | 2%[10.9 µM] | ?
> CCCCn1c(NC(=O)c2ccccc2)c(C#N)c2nc3ccccc3nc21
 : ? | 6.3µM* | -30% | ?
> OC(COc1ccc2ccccc2c1Cl)CN1CCOCC1 (stereo unspecified)
 : -22% | -17% | -22% | -2.7%
> CCC(C)n1nccc1NC(=O)C(C)OC(=O)c1cc2ccccc2[nH]1 (stereo unspecified)
 : 1% | 15% | ? | 0.9%
> CCc1ccccc1Nc1nn2c(=O)c3ccc(C(=O)NC(C)C)cc3nc2s1
 : -3% | -1% | 15%[10.9 µM] | -2.3%
> O=S(=O)(Nc1cccnc1)c1ccc(C2CCCCC2)cc1
 : -7% | -18% | -13% | 4.9%
> Clc1ccc2c(N3CCC(CCC4CCN(c5ncnc6cc(Cl)ccc56)CC4)CC3)ncnc2c1
 : 4%[9.22 µM] | 4%[9.22 µM] | -11%[10.9 µM] | -0.6%[11.4 µM]
> Cc1cccc(Cn2c(=O)n(CCc3ccccc3)c(=O)c3sc4ccccc4c32)c1
 : 1% | 5% | 4%[10.9 µM] | 2.6%
> Cc1ccc(-n2c(Cc3cccs3)nnc2SCC(=O)OC(C)C)cc1
 : 11% | 4% | -18% | 3.2%
> CCOC(=O)N1CCC(N2C(=O)c3ccc(C(=O)NC4CCCCCC4)cc3C2=O)CC1
 : 5% | 9% | 6% | 0.3%
> COC(=O)c1sc(NC(=O)Cc2cccs2)nc1C
 : -11% | 1% | -31%[inhibitor] | -5.2%
> CC(C)(C)N(Cc1ccccc1)C(=O)CSc1nnc(CNc2ccc(F)cc2)o1
 : 14% | -1% | -18% | ?
> COc1ccc(CCNC(=O)CCc2c(C)nc3c(c(C)nn3-c3ccc(C)c(C)c3)c2C)cc1OC
 : 4% | -21% | -5%[10.9 µM] | ?
> Cc1c(Cl)cccc1NC(=O)c1ccc(C(=O)Nc2cccc(Cl)c2C)cc1
 : -4% | -19% | -9%[10.9 µM] | -1.9%
> CCOC(=O)c1ccc(NC(=O)CSc2nc3ncc(Br)c(C)c3[nH]2)cc1
 : 9% | 0% | -6%[10.9 µM] | ?
> Cc1cc(C(=O)NCc2cccnc2)no1
 : 3% | -9% | · | ·
> COc1cccc(-n2c(SC)nnc2-c2cnccn2)c1
 : -3% | -2% | -4% | -1.1%
> CC(C)c1nn2c(=O)cc(COC(=O)c3ccc(NC(=O)CCc4ccccc4)cc3)nc2s1
 : 1% | 15% | 7%[10.9 µM] | ?
> CCN(CC)CCOc1nc(C)nc2c1oc1ccccc12
 : -8% | 0% | -25% | 0.1%
> CC(=O)[C@@H]1[C@@H]2C(=O)N(c3ccc(F)c(Cl)c3)C(=O)[C@@H]2C2c3ccccc3C=CN21 (stereo partly specified)
 : 0% | -1% | 2% | ?
> COc1cccc2cc(-c3nc(-c4ccccc4F)no3)c(=O)oc12
 : 4% | 47%[activator] | -12%[10.9 µM] | 25%
> CCOC(=O)C1CCCN(C(=O)c2cc3c(=O)n4cccc(C)c4nc3n2C)C1 (stereo unspecified)
 : -2% | -2% | 0% | -1.5%
> O=c1cc(Cn2ccnc2)c2cc3c(cc2o1)CCC3
 : 0% | 3% | -7% | 4.8%
> CCOC(=O)C(NC(C)=O)(Nc1ccc(S(=O)(=O)Nc2ccncn2)cc1)C(F)(F)F (stereo unspecified)
 : -2% | 5% | · | ·
> COc1cccc(-c2nc(N3CCNCC3)c3ccccc3n2)c1
 : -9% | ? | -22% | 0.1%[11.4 µM]
> COc1ccc(-n2c(=O)c3ccccc3n(CC(=O)NC3CCCC3)c2=O)cc1
 : -11% | -17% | -7% | 14%
> Cc1cc(=O)n2nc(N3CCC(C(=O)NCc4ccccc4F)CC3)sc2n1
 : -2% | -14% | 4%[10.9 µM] | 1.8%
> COc1ccc(N=NC2=C(O)CC(C)(C)CC2=O)c(OC)c1
 : -5% | 12% | · | ·
> Cc1ccc(NC(=O)C2CCCN2S(=O)(=O)c2cccc3nsnc23)cc1Cl (stereo unspecified)
 : 1% | -10% | -6%[10.9 µM] | ?
> O=C(CSc1nnc2scc(-c3ccccc3)n12)N1CCN(Cc2ccccc2)CC1
 : -13% | -2% | · | ?
> Cc1cc(N2CCCC2=O)cc(C)c1S(=O)(=O)NCCOc1ccc(C(C)(C)C)cc1
 : -5% | -19% | · | ·
> Cc1cc(C)cc(NC(=O)Cn2c(=O)oc3cc(S(=O)(=O)N4CCCC4)ccc32)c1
 : -4% | -10% | 30%[10.9 µM] | 1.3%
> COc1ccc(NC(=O)CSc2nnc(-c3ccc(C)cc3)o2)cc1
 : 0% | 2% | -5%[10.9 µM] | 1.1%
> Cc1ccccc1NC(=O)c1c(F)c(F)c(F)c(F)c1F
 : -10% | 6% | -9% | 0.6%
> CN(C)C(=O)CSc1nnc(CCNC(=O)OC(C)(C)C)o1
 : -2% | 12% | -5% | -0.8%
> COc1cc(/C=N/NC(=O)CCn2nnc3ccccc32)ccc1O
 : ? | -16% | · | ·

Some values from the entries so far.
CN(C)C(=O)CSc1nnc(CCNC(=O)OC(C)(C)C)o1 in IkB signaling = -0.8%
Cc1cc(N2CCCC2=O)cc(C)c1S(=O)(=O)NCCOc1ccc(C(C)(C)C)cc1 in p53ts 32C tox = -5%
COc1ccc(-n2c(=O)c3ccccc3n(CC(=O)NC3CCCC3)c2=O)cc1 in Imprint erasure = -7%
CCOC(=O)C(NC(C)=O)(Nc1ccc(S(=O)(=O)Nc2ccncn2)cc1)C(F)(F)F (stereo unspecified) in p53ts 32C tox = -2%

By substructure: the entries above containing a CF3 group (two)
Values in the order: p53ts 32C tox | p53ts 39C tox | Imprint erasure | IkB signaling
> CCCCC(=O)NC1(C(F)(F)F)C(=O)Nc2c1c(=O)[nH]c(=O)n2Cc1ccco1 (stereo unspecified)
 : 0% | -1% | -5% | -1.1%
> CCOC(=O)C(NC(C)=O)(Nc1ccc(S(=O)(=O)Nc2ccncn2)cc1)C(F)(F)F (stereo unspecified)
 : -2% | 5% | · | ·

Going on with the list.
Values in the order: p53ts 32C tox | p53ts 39C tox | Imprint erasure | IkB signaling
> COc1ccccc1-c1nnc(SCCN2CCOCC2)n1-c1ccc(C)cc1
 : -1% | 3% | · | 1.6%
> O=C(OCc1cc(=O)n2nc(-c3cccs3)sc2n1)c1cccc(Cl)c1
 : -6% | -13% | -9%[10.9 µM] | ?
> Cc1ccc(Sc2c(C)nn(C(=O)c3ccc(Br)cc3)c2C)cc1
 : 8% | -3% | -15%[10.9 µM] | 6.6%
> Cc1cc(C)cc(Nc2ncnc3sc4c(c23)CCCC4)c1
 : 24% | 15% | ? | -0.4%
> Cc1noc(C)c1COC(=O)c1cccnc1SCC(=O)Nc1ccc2c(c1)OCO2
 : -3% | -24% | -29% | 1.4%
> Cc1cccc(NC(=O)C2CCN(S(=O)(=O)c3cccc4nsnc34)CC2)c1
 : 7% | -12% | -18%[10.9 µM] | 0.5%
> O=C(O)C(F)(F)S(=O)(=O)O
 : -3% | 4% | -2% | ?
> COc1ccc(NC(=O)c2oc3cc(C)c(C)cc3c2C)c(OC)c1
 : -1% | 5% | 12% | 1.7%
> CCN(CC)C(=O)C1=C(C)Nc2nc3ccccc3n2C1c1ccc(Br)cc1 (stereo unspecified)
 : 9% | 21% | -6%[10.9 µM] | ?
> CC(C)CCn1nnnc1C(c1ccc(F)cc1)N1CCN(C(=O)c2ccco2)CC1 (stereo unspecified)
 : 9% | -3% | -4% | 0.0%
> Cc1cc(C)cc(C(=O)Nc2c(C(=O)Nc3ccccc3F)oc3ccccc23)c1
 : -13% | ? | 5%[10.9 µM] | -0.8%
> Cc1ccccc1NC(=O)c1ccccc1
 : -3% | 3% | -22% | 1.6%
> CCc1c(C)nc2ncnn2c1N1CCCC(C(=O)NCCc2ccccc2)C1 (stereo unspecified)
 : -9% | 0% | -7% | 1.4%
> O=C(CNc1cccc(C(F)(F)F)c1)N/N=C/c1cccc(Br)c1
 : -5% | -11% | · | ·
> O=C(NCc1ccccc1Cl)c1ccc2oc(=O)n(Cc3ccccc3)c2c1
 : 10% | -9% | -15%[10.9 µM] | ?
> COc1cccc(C2=CC(c3cc(OC)ccc3OC)n3nnnc3N2)c1 (stereo unspecified)
 : -3% | 31%[activator] | -37%[inhibitor] | 8.2%
> CCOC(=O)C1CCN(C(=O)CCS(=O)(=O)c2cc3c(cc2Cl)NC(=O)CO3)CC1
 : -7% | 5% | 10%[10.9 µM] | 3.6%
> Nc1cc(C(=O)c2ccccc2)ccc1N1CCOCC1
 : -12% | -10% | · | ·
> COC(=O)CSc1cc(SCC(=O)OC)c(C#N)c(SCC(=O)OC)c1
 : ? | -10% | -17% | ?
> Cc1occc1-c1nnc(SCC(=O)Nc2nccs2)n1Cc1ccco1
 : 13% | -1% | -7% | -0.4%
> COc1ccc(N(Cc2cccs2)C(=O)COc2cc(C)c(Cl)c(C)c2)cc1
 : 4% | 18% | -17%[10.9 µM] | ?
> N#C/C(=C/c1cn(Cc2ccc(F)cc2)c2ccccc12)C(=O)Nc1cccc(Cl)c1
 : -2% | -6% | -15%[10.9 µM] | 17%
> Oc1ccc(Nc2nc(-c3ccc(O)cc3)cs2)cc1
 : -3% | 7% | -24% | ?
> COc1cc(C(=O)OCC(=O)NCc2ccco2)cc(OC)c1OC
 : 9% | -9% | -8% | 4.4%
> COc1ccccc1C(=O)Nc1ccc(S(=O)(=O)N2CCCC2)cc1
 : 0% | -5% | -26% | 0.8%
> COc1ccc(C(=O)Nc2cc(Cl)cc(Cl)c2)c(OC)n1
 : 0% | -6% | -3% | -1.4%
> CN(C)S(=O)(=O)Nc1ccc(Oc2ccccc2)cc1
 : 2% | -4% | -19% | -0.8%
> CC1Cc2ccccc2N1S(=O)(=O)c1ccc2c(c1)n(C)c(=O)c(=O)n2C (stereo unspecified)
 : -18% | -6% | 0% | -0.2%
> COc1ccc(C(CNC(=O)COc2cc(C)cc(C)c2)N2CCCCC2)cc1 (stereo unspecified)
 : -3% | -19% | -12%[10.9 µM] | -1.3%
> Cc1cc(NC(=O)CCNS(=O)(=O)c2cccc3nsnc23)ccc1Br
 : 4% | -8% | -12%[10.9 µM] | 5.5%
> COc1ccccc1NC(=O)C(=O)NCC(c1cccnc1)N1CCc2ccccc2C1 (stereo unspecified)
 : -8% | -24% | 10%[10.9 µM] | ?
> O=C(NCc1ccncc1)c1ccc(Br)o1
 : -1% | 5% | -5% | 6.4%
> C=CCn1c(=S)[nH]c2sc3c(c2c1=O)CCC3
 : -14% | 28% | · | ·
> COc1ccccc1C(=O)Nc1cc2c(cc1N1CCCC1)n(C)c(=O)c(=O)n2C
 : 0% | -7% | -10%[10.9 µM] | -1.9%
> C=CCn1c(SCc2c(F)cccc2Cl)nnc1-c1ccco1
 : 1% | -2% | -24% | 0.8%
> Cc1cccc(NC(=O)CSc2nc(=O)n(CCN3CCOCC3)c3c2CCC3)c1
 : 7% | -3% | 8%[10.9 µM] | 1.1%
> CCN1C(=O)c2ccccc2Sc2ccc(NC(=O)c3ccc(C#N)cc3)cc21
 : -9% | -18% | -9%[10.9 µM] | ?
